Compound activity as filed in PubChem BioAssay.
SRC2 inh: human SRC2 (NCOA2) inhibition; Q15596; HEK293 GAL4-SRC2 luciferase reporter, luminescence; inhibition, % at 9 µM; 0.17% of 370,000 active;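 active = inhibition above the mean inhibition of all tested compounds plus 3 SD, set per campaign, cut at about 52% in these data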;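 also: 0% = DMSO treated cells and 100% = cells given Gossypol at 36 µM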
Target sequence (Q15596 whole entry, looked up, the tested form may be a part): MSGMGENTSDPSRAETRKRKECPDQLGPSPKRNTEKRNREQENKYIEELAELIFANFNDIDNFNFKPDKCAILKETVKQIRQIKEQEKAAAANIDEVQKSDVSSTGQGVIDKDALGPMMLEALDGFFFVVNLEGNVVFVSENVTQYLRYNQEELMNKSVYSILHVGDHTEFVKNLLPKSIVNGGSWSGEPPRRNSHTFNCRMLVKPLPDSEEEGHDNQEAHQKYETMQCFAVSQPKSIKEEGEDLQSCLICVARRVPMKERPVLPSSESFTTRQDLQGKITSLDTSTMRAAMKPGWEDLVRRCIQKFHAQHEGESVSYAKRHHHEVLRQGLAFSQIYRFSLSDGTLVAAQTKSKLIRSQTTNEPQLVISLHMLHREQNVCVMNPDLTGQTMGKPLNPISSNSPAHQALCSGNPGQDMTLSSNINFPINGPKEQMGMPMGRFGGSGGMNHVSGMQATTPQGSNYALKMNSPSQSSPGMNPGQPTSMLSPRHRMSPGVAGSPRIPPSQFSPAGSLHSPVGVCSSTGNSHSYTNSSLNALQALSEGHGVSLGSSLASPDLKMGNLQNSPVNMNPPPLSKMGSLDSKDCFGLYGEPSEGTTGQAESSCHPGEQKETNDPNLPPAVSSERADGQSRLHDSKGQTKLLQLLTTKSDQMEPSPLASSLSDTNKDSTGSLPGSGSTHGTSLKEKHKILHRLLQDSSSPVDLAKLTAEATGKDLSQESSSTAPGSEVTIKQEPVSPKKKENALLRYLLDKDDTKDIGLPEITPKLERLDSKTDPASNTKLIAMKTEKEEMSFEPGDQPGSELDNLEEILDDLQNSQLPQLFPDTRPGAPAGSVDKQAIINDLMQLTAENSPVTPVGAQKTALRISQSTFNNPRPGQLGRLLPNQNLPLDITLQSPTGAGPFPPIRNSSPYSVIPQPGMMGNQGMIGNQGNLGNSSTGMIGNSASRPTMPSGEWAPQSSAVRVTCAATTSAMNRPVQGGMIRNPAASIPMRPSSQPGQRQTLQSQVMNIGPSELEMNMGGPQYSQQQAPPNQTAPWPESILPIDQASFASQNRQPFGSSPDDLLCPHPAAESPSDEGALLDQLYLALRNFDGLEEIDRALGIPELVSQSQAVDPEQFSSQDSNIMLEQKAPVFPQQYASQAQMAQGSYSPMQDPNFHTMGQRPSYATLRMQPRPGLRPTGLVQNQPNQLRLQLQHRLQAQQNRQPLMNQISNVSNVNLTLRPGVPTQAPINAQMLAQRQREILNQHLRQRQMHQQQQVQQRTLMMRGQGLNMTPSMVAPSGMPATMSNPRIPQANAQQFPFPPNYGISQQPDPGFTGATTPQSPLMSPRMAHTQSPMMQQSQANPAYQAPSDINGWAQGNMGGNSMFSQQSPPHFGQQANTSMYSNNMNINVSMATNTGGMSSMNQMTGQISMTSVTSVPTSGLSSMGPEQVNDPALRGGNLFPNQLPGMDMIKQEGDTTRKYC
An asterisk follows results filed as active. Not all compounds are listed; count on the stated rates, not on these rows.

| SMILES | SRC2 inh |
| --- | --- |
| COc1ccc(S[C@]2(C(=O)N3CCN(c4ncccn4)CC3)CC(=O)N(C(=O)/C=C/c3ccccc3)[C@@H]2c2ccc(OC)cc2)cc1 | 5 |
| CN(C)c1ccc(/C=N\NC(=O)c2cccc(S(=O)(=O)N(C)C)c2)cc1 | 11 |
| c1ccc(Nc2nnc(-c3ccc4c(c3)OCO4)o2)cc1 | -14 |
| COC(=O)C[C@@H]1CC[C@H]2[C@@H](COc3ccc(NC(=O)Nc4ccccc4)cc3C(=O)N2C)O1 | 2 |
| COc1ccc(-c2nnc(SCc3cccc(F)c3)n2-c2ccccc2)cc1 | 37 |
| CCOC(=O)N[C@H](C(=O)N1CCC[C@H]1C(=O)NCCc1ccccc1Cl)c1ccccc1 | -14 |
| COC(=O)[C@]12C[C@H](CC(=O)NCCCN3CCCC3=O)C(=O)N(Cc3cccc4ccccc34)C1=C[C@H](COCc1ccccc1)O[C@@H]2C | 22 |
| C=CCN=C1NC(c2cccc(Cl)c2)C(C(=O)OC)=C(C)N1C (centres undefined) | 8 |
| CC(C)N(C(=O)Nc1ccc2nsnc2c1)C(C)C | 5 |
| O=C(OCc1cn(Cc2ccc(F)cc2F)nn1)N1CCCC1 | 15 |
| COc1ccc(C(C(=O)N(C)C2CCCC2)N(Cc2ccc(F)cc2)C(=O)c2cc(C)[nH]n2)cc1OC (centres undefined) | 3 |
| CN1CCCCC(NC(=O)c2ccc(F)c(F)c2)C1=O (centres undefined) | 18 |
| CCOc1cc(OCC)cc(C(=O)N2CCC[C@@H]2C(=O)N2CCC[C@H]2C(=O)NCc2ccccc2)c1 | 3 |
| CCOC(=O)C1CSCCS(=O)(=O)N1Cc1ccc(F)cc1 (centres undefined) | 16 |
| Cc1ccccc1C(=O)N(Cc1ccccn1)CC1CCCO1 (centres undefined) | 11 |

6 successive records out of the list so far, quoted:
| SMILES | SRC2 inh |
| --- | --- |
| O=C(OCc1cn(Cc2ccc(F)cc2F)nn1)N1CCCC1 | 15 |
| COc1ccc(C(C(=O)N(C)C2CCCC2)N(Cc2ccc(F)cc2)C(=O)c2cc(C)[nH]n2)cc1OC (centres undefined) | 3 |
| CN1CCCCC(NC(=O)c2ccc(F)c(F)c2)C1=O (centres undefined) | 18 |
| CCOc1cc(OCC)cc(C(=O)N2CCC[C@@H]2C(=O)N2CCC[C@H]2C(=O)NCc2ccccc2)c1 | 3 |
| CCOC(=O)C1CSCCS(=O)(=O)N1Cc1ccc(F)cc1 (centres undefined) | 16 |
| Cc1ccccc1C(=O)N(Cc1ccccn1)CC1CCCO1 (centres undefined) | 11 |

(cont.)
| SMILES | SRC2 inh |
| --- | --- |
| C=CCN1C(=O)[C@@H](CC(=O)NCC2CCCCC2)[C@]2(C(=O)OC)CCCCC=C12 | -18 |
| CC(C)(C)N(Cc1cn(Cc2ccccc2)nn1)S(=O)(=O)c1ccccc1Br | 20 |
| C[C@@H]1CCCCO[C@H](CN(C)C(=O)CCC(F)(F)F)[C@H](C)CN([C@@H](C)CO)C(=O)c2cc(NS(=O)(=O)c3ccc(Cl)cc3)ccc2O1 | 14 |
| Cc1ccc(NC(=S)NNC(=O)c2cnccn2)cc1 | 19 |
| COc1ccc2c(c1)CCCN2C(=O)C1CCCN(S(=O)(=O)c2ccccc2)C1 (centres undefined) | 32 |
| O=C(Cc1cccs1)NC1CCCCN(Cc2cccc(Cl)c2)C1=O (centres undefined) | -1 |
| CC[C@@H](CCCc1ccccc1OC)CCS(=O)(=O)C(C)(C)C | -30 |
| O=C(Cn1nnc(-c2ccc(N3CCOCC3)cc2)n1)c1ccc(F)cc1 | -6 |
| COc1ccc(-c2cc(NC(=O)Cc3c[nH]c4ccccc34)ccc2Nc2cccnc2)cc1F | 22 |
| COc1ccc2c3c([nH]c2c1)[C@]1(NCC3)C(=O)N(C)c2ccc(Cl)cc21 | -13 |
| Cn1c(SC/C=C/c2ccccc2)nnc1-c1cccnc1 | -12 |
| CCN=C1NC(c2cccc(Cl)c2)C(C(=O)OC)=C(C)N1Cc1ccc(C(F)(F)F)cc1 (centres undefined) | -13 |
| C=CCN=C1NC(c2ccccc2C(F)(F)F)C(C(=O)OC)=C(C)N1Cc1ccccc1C(F)(F)F (centres undefined) | -18 |
| Nc1[nH]c(C(=O)c2ccc(Br)cc2)c(-c2ccccc2Cl)c1C(=O)NCCc1c[nH]c2ccccc12 | -23 |
| COC(=O)c1ccc(Cn2ccc3ccc(-c4ccc5ccn(Cc6ccc(C(=O)OC)cc6)c5c4)cc32)cc1 | -5 |

In the list so far, two contain a tert-butyl group.
| SMILES | SRC2 inh |
| --- | --- |
| CC(C)(C)N(Cc1cn(Cc2ccccc2)nn1)S(=O)(=O)c1ccccc1Br | 20 |
| CC[C@@H](CCCc1ccccc1OC)CCS(=O)(=O)C(C)(C)C | -30 |

(further entries)
| SMILES | SRC2 inh |
| --- | --- |
| CCOC(=O)[C@]12CCCCC/C=C\1N(CCc1ccc(Cl)cc1)C(=O)[C@H]2CC(=O)NCCc1ccccc1OC | 12 |
| COC(=O)[C@]12C[C@H](CC(=O)NCCCN3CCCC3=O)C(=O)N(Cc3ccc(Cl)cc3Cl)C1=C[C@H](C1CCCC1)O[C@@H]2C | -24 |
| CC(C)C[C@@H]1COc2cccc(N3CCSCC3)c2S(=O)(=O)N1C | -14 |
| COc1ccc(NC(=O)CSc2nc(C)cc(=O)[nH]2)cc1OC | -2 |
| O=C(NCCc1c[nH]c2ccccc12)OCc1cn(Cc2cc(F)ccc2F)nn1 | 18 |
| Oc1ccccc1C=Nn1c(-c2ccccc2F)n[nH]c1=S | 10 |
| O=C(Cn1nc(-c2ccccc2)ccc1=O)Nc1cccc(NC(=O)c2ccccn2)c1 | -8 |
| COC(=O)[C@]12C[C@H](CC(=O)NCc3ccc(OC)c(OC)c3)C(=O)N(Cc3ccccc3)C1=C[C@H](C1CCCC1)O[C@@H]2C | 7 |
| CC(C)CCNC(=O)[C@@H](Cc1ccccc1)NC(=O)[C@H]1O[C@@H](n2ccc(=O)[nH]c2=O)[C@H](O)[C@@H]1O | 4 |
| Cc1ccc2nc3n(c(=O)c2c1)-c1cc(Cl)ccc1C(=O)NC3Cc1ccccc1 (centres undefined) | 12 |
| CC(C)[C@H](NC(=O)[C@@H]1CCCN1)C(=O)N1CCC2CCN(S(=O)(=O)c3ccccc3)CC21 (some centres undefined) | 15 |
| O=C(N[C@H](C(=O)N1CCC[C@H]1C(=O)NC1CCCC1)C1CCCCC1)C1CCCC1 | -13 |
| CC(=O)N(C)C[C@@H]1OCc2ccccc2-c2c(n(C)c3ccccc23)C(=O)N([C@@H](C)CO)C[C@@H]1C | -25 |
| C=CCOC/C=C/C#CCN(Cc1ccc(OC)cc1OC)C(=O)Nc1ccccc1 | -35 |
| COC(=O)[C@]12CCCCC=C1N(Cc1ccc(OC)cc1)C(=O)[C@@H]2CC(=O)N1CCN(C(=O)c2ccco2)CC1 | 0 |
| Cc1cccc(C)c1-n1nnnc1C1(C)Cn2nccc2C(=O)N1Cc1ccc(F)cc1 (centres undefined) | 16 |
| COc1ccccc1CCn1cnc(-c2ccccc2F)c1CC(C)C | 25 |
| Cc1ccc(OC(=O)c2ccc3nc(C)sc3c2)cc1 | -36 |
| Cc1ccc2c(=O)n3c(nc2c1)C(Cc1ccccc1)NC(=O)c1ccc(Cl)cc1-3 (centres undefined) | 5 |
| [O-][n+]1ccccc1C(O)CSc1ccccc1 (centres undefined) | -18 |
| CC(C)CNS(=O)(=O)/C=C/c1ccccc1CNC(=O)OC(C)(C)C | -40 |
| Cn1c(=O)[nH]c2c(Br)nccc21 | -3 |
| COc1ccccc1NC(=O)N(C)C[C@H]1OCc2cn(nn2)CCCC(=O)N([C@H](C)CO)C[C@@H]1C | 5 |
| O=C(OCc1cn(Cc2cccc(F)c2)nn1)N1CCCCC1 | 22 |
| C=CCN(C)CC#Cc1ccc(F)cc1 | 11 |
| COc1c2c(cc3c1c(=O)c1ccccc1n3C)OCO2 | -24 |
| CCCc1nc2ccc(C(=O)OC)cn2c1Cc1ccccc1OC | -5 |
| COC(=O)[C@]12C[C@H](CC(=O)N3CCN(C(=O)C4CC4)CC3)C(=O)N(CCc3ccc(OC)c(OC)c3)C1=C[C@H](C1CCCC1)O[C@@H]2C | 2 |
| COC(=O)[C@]12C[C@H](CC(=O)N3CCCCC3)C(=O)N(Cc3ccccc3)C1=C[C@H](C(C)C)O[C@@H]2C1CC1 | -7 |
| COc1cccc(C(=O)N[C@@H](Cc2cccnc2)C(=O)N2CCC[C@H]2C(=O)NC2CCCC2)c1 | -9 |
| COc1ccc(C(C(=O)N(C)C2CCCC2)N(Cc2ccc(F)cc2)C(=O)c2ccc3ccccc3c2)cc1OC (centres undefined) | 20 |
| COc1ccc(S[C@]2(C(=O)N3CCCC3)CC(=O)N(S(=O)(=O)c3ccc(F)cc3)[C@@H]2c2ccc(OC)cc2)cc1 | -15 |
| COCc1[nH]nc2c1C(c1ccc(F)cc1)N(Cc1ccccc1)C2=O (centres undefined) | -21 |
| C[C@H]1/C=C/CC(=O)N[C@@H](c2ccccc2)[C@@H](C)/C=C/CC(=O)N[C@H]1c1ccccc1 | -5 |
| CN1C(=O)c2cc(NC(=O)Nc3ccccc3)ccc2OC[C@H]2O[C@@H](CC(=O)N[C@H]3CCN(Cc4ccccc4)C3)CC[C@@H]21 | 7 |
| C=CCOC(=O)N[C@@H](c1cccc(OC)c1)[C@@H](C)/C=C/CC(=O)O | 8 |
| OC(c1ccccc1)(c1ccccc1)C1CCN(CCCOc2ccncc2)CC1 | 12 |
| CCCCNC(=O)C[C@H]1C[C@@]2(C(=O)OC)C(=C[C@H](COCc3ccccc3)O[C@@H]2C)N(Cc2ccccc2)C1=O | 2 |
| COC(=O)N1C[C@H](OCc2cn(-c3cc(Cl)cc(Cl)c3)nn2)[C@H](OCc2cn(-c3cc(Cl)cc(Cl)c3)nn2)C[C@@H]1c1ccccc1Br | -16 |
| c1ccc(-n2c(SCc3cccc4ccccc34)nnc2-c2ccncc2)cc1 | 4 |
| CN1CCCN(C(=O)CN2C(=O)CC(C)(C)S(=O)(=O)c3ccccc32)CC1 | 5 |
| COc1ccc(S[C@]2(C(=O)N3CCN(c4ncccn4)CC3)CC(=O)N(C(=O)CCc3ccccc3)[C@@H]2c2ccc(OC)cc2)cc1 | -5 |
| CCOc1cc(-n2nc(C)c(C#N)c2N)nc(SC)n1 | -12 |
| Cc1ccccc1OCCCN1CCC(C(O)(c2ccccc2)c2ccccc2)CC1 | -4 |
| CCOc1ccccc1C(=O)Nc1ccc2nc(C)[nH]c(=O)c2c1 | -11 |

(list continues)
canonical_smiles	SRC2 inh
CC(C)C[C@H]1COc2cccc(N3CCOCC3)c2S(=O)(=O)N1	16
N#C[C@H](N)[C@H]1O[C@@H](n2ccc(=O)[nH]c2=O)[C@H](O)[C@@H]1O	-3
COC(=O)[C@@]12CCCCC=C1N(CCc1ccc(Cl)cc1)C(=O)[C@H]2CC(=O)NCCc1ccccc1OC	-8
COc1ccc2[nH]c3c(c2c1)CCN[C@]31C(=O)N(c2ccccc2)c2ccccc21	7
O=[N+]([O-])c1ccccc1CCO	-8
CC(C)CCN(C)[C@H]1C[C@H]2c3[nH]c4ccccc4c3CCN2C[C@H]1[C@H](C)O	-3
COC(=O)C[C@H]1CC[C@H]2[C@H](COc3ccc(NS(=O)(=O)c4cccc(OC)c4)cc3C(=O)N2C)O1	-1
COC(=O)[C@]12C[C@H](CC(=O)NCCc3ccccc3OC)C(=O)N(Cc3ccc4c(c3)OCO4)C1=C[C@H](C(C)(C)C)O[C@@H]2C	3
CCCCOc1ncnc2c1[nH]c1ccc(OC)cc12	-36
CCCCNC(=O)C[C@H]1C[C@@]2(C(=O)OC)C(=C[C@H](C(C)C)O[C@@H]2C2CC2)N(Cc2ccc(Cl)cc2Cl)C1=O	24
O=S1(=O)CCC(N(N=Cc2ccco2)c2ccccc2)C1 (centres undefined)	0
COc1cccc(-c2nnc(SCc3cc(C)ccc3C)n2Cc2ccco2)c1	18
O=S1(=O)c2c(NCc3ccco3)cccc2Oc2ccccc2CN1Cc1cn(Cc2cccc(C(F)(F)F)c2)nn1	4
COc1cccc(NC(=O)C2CCCN2C(=O)Nc2cccc3c2OCO3)c1 (centres undefined)	-49
COc1ccc(-n2c(COc3ccc(Cl)cc3)nnc2SCC(=O)Nc2ccc3c(c2)OCO3)cc1	0
O=C(OC12CCCN(C1)/C(=C/c1cccnc1)C2)C1CCCCC1 (centres undefined)	-4
O=C(Nc1ccc(F)cc1)OCCCN1C(=O)CCC12CCCCC2	-35
COc1ccc(NC(=O)OC[C@@H]2CSCCS(=O)(=O)N2)cc1	24
CN(CCO)C1CN(Cc2cn(Cc3ccccc3C(F)(F)F)nn2)S(=O)(=O)C1 (centres undefined)	24
C[C@H](CO)N1C[C@H](C)[C@@H](CN(C)C(=O)c2ccncc2)OCc2cn(nn2)CCCC1=O	-4
O=[N+]([O-])c1cccc(NC(=S)Nc2nc(-c3ccc(Cl)cc3Cl)cs2)c1	40
CCOC(=O)N1CCN(C(=O)C[C@H]2C[C@@]3(C(=O)OC)C(=C[C@H](C4CCCC4)O[C@@H]3C)N(Cc3ccco3)C2=O)CC1	-3
CN(CC#Cc1ccccc1)C(N)=NC(=O)/C=C/c1ccccc1	2
CC(C)CC1NC(=O)c2ccccc2-n2c1nc1ccccc1c2=O (centres undefined)	1
CC(C)C[C@H]1COc2cccc(F)c2S(=O)(=O)N1C	-23
CCOC(=O)[C@@]12CN(C(=O)OC(C)(C)C)CC=C1N(Cc1ccc(OC)cc1)C(=O)[C@H]2CC(=O)N1CCSCC1	-12
CC(C)c1nc(N(C)S(C)(=O)=O)nc(-c2ccc(F)cc2)c1/C=C/[C@H](O)C[C@@H](O)CC(=O)O	-13
CCOC(=O)C1=NOC(C(=O)NCc2ccccc2)(C(=O)c2ccc(OC)cc2)C1 (centres undefined)	-8
N#CCN1CCC(c2cc(-c3ccco3)n[nH]2)CC1	-6
Cc1cccc(OCCCN2CCC(C(O)(c3ccccc3)c3ccccc3)CC2)c1	-4
CCCNC(=O)Nc1ccc2c(c1)C(=O)N(C)[C@H]1CC[C@H](CC(=O)NCC3CCCCC3)O[C@@H]1CO2	-31
CCc1ccc(CCNC(=O)OC2CC3CC2[C@H]2CCCCN2[C@H]3C)cc1 (some centres undefined)	-21
